Assay outcomes from PubChem BioAssay.
Diaph inh CS – inhibits diaphorase or chemically oxidizes, flagging diaphorase assay artifacts; diaphorase resazurin-to-resorufin fluorescence, NADH, 16 min; bacterial (C. kluyveri) enzyme, not human; inhibition, % at 20 µM; 0.69% of 190,000 active; AID 1217;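 active = primary screen inhibition at 20 µM above a set limit, cut at about 50% in these data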;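 also: plate controls were DMSO with full reaction for no effect and wells lacking NADH for full effect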
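Benchmarks: positive control wells lacking NADH, neutral wells with DMSO only. System: bacterial diaphorase enzyme (C. kluyveri). Input: 0.14 U/mL diaphorase, enzyme working solution. Detection: resorufin fluorescence, excitation 544 nm, emission 590 nm. Times: 16-min room-temperature incubation before reading.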
PMI act – phosphomannose isomerase (human) activation. P34949. purified human PMI, coupled resazurin fluorescence, 20 min; stronger effect = higher value; 1 = vehicle control, 0 substrate-free wells. activation factor at 20 µM. 0.005% of 190,000 active. AID 1214;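 active = activation factor of 2 or more at 20 µM, relative to plate controls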
PMI act satM6P – activators of human phosphomannose isomerase at near-saturating mannose 6-phosphate | coupled PMI enzyme assay, resazurin fluorescence, 20 min; stronger effect = higher value; 1 = untreated enzyme, 0 = substrate-free blank | activation factor at 20 µM | 0.34% of 190,000 active | AID 1216;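 active = activation factor of 2 or more at 20 µM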
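Test system: human PMI in coupled enzyme assay; Input: PMI at 15 ng/mL final; Medium: HEPES buffer, pH 7.4; Schedule: 20 min incubation at room temperature; Technique: resorufin fluorescence at Ex 544/Em 590 nm; Compound: 20 µM single dose; Probe or stimulus: Near-saturating mannose-6-phosphate, 1.0 mM.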
L major viab – reduces viability of Leishmania major promastigotes | 9% of 200,000 active | inhibition, % at 10 µM | resazurin fluorescence viability | AID 1063;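 also: promastigotes grown with compound for 44 hours at 28 °C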
Hsp70 activator – transcriptional activators of Hsp70 | HeLa Hsp70 promoter luciferase reporter, luminescence; scaled: vehicle 0, proteasome-inhibitor control 100% | 0.04% of 200,000 active | activation, % at 10 µM;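 active = activation above the mean across all tested compounds plus 3 SD, cutoff set per campaign, cut at about 5.5% in these data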;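 also: 100% = MG132 at 30 µM as the positive control and 0% = DMSO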
Redox H2O2 prof – compounds producing H2O2 with reducing agent – biochemical, NIH compound library profiling, artefact control for MLSCN library redox annotation, primary screen; 0.03% of 200,000 active; DTT-dependent redox cycling H2O2, phenol red/HRP absorbance; 100% = 100 µM peroxide control, 0% = buffer; activation, % at 10 µM;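 active = activation of at least 50% relative to the plate's high and low controls in the primary single-dose screen; inactive = activation below 50%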;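 also: compound incubated with DTT at 0.8 mM final as the reducing agent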
G6PDH counter – L. mesenteroides G6PDH inhibition counter-screen; AID 1020; Purified L. mesenteroides G6PDH, diaphorase/resazurin coupled fluorescence, 45 min; 0.12% of 200,000 active; inhibition, % at 5 µM
S1P3 antag – antagonists of human S1P3 receptor; Q99500; CHO S1P3 NFAT-BLA reporter, FRET fluorescence, antagonist mode; inhibition, % at 4.98 µM; 0.27% of 170,000 active;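 active = inhibition above the plate cutoff, the mean inhibition of test wells on that plate plus 3 SD, cut at about 28% in these data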;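 also: cells challenged with S1P at its EC80 of 0.8 µM; blue over green emission ratio from cleaved BLA substrate after 4 h stimulation; 0% = S1P-stimulated wells and 100% = unstimulated DMSO-only wells; some compounds past the cut are filed as inactive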
RAM network inh – inhibitors of the yeast RAM network | 1.8% of 190,000 active | AID 868 | inhibition, % at 50 µM | S. cerevisiae dse1pr::URA3 reporter, 5-FOA growth OD615, 2 d; analog-sensitive cbk1-as2 kinase mutant strain;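 active = inhibition above a set limit, 3 SD over mean compound inhibition, cut at about 8.4% in these data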;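 also: 0% = DMSO-only wells with no growth and 100% = 10 µM 1-NA-PP1 full growth; inhibition rescues growth on 5-FOA so higher OD means more RAM inhibition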
Diaph act CS – counter-screen for diaphorase-based assays: diaphorase activators and chemical reducers | Diaphorase/resazurin coupled assay, resorufin fluorescence, 16 min; stronger effect = higher value; 1 = vehicle wells, 0 = NADH-free wells | activation factor at 20 µM | 0.005% of 190,000 active | AID 1229;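 active = diaphorase activity raised at least twofold by the compound at 20 µM; inactive = activation factor below 2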
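Material: Clostridium kluyveri diaphorase, purified enzyme; Quantity: enzyme 0.07 U/mL final; Medium: HEPES pH 7.4 buffer with MgCl2 and Tween 20; Dosing: single compound dose of 20 µM, 1% DMSO final; Schedule: 16 min reaction at room temperature; Measured by: red resorufin fluorescence at 544/590 nm excitation/emission.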
TLR4 MyD88 comp – inhibitors of human TLR4-MyD88 binding | O00206+Q99836 | HeLa CL3-4 TLR4/MyD88 BLA complementation, FRET ratio | inhibition, % at 8.4 µM | 0.18% of 200,000 active; in the data active = inhibition above about 25%;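 also: 0% = vehicle and 100% = reference inhibitor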
Target sequence (O00206 whole entry, looked up): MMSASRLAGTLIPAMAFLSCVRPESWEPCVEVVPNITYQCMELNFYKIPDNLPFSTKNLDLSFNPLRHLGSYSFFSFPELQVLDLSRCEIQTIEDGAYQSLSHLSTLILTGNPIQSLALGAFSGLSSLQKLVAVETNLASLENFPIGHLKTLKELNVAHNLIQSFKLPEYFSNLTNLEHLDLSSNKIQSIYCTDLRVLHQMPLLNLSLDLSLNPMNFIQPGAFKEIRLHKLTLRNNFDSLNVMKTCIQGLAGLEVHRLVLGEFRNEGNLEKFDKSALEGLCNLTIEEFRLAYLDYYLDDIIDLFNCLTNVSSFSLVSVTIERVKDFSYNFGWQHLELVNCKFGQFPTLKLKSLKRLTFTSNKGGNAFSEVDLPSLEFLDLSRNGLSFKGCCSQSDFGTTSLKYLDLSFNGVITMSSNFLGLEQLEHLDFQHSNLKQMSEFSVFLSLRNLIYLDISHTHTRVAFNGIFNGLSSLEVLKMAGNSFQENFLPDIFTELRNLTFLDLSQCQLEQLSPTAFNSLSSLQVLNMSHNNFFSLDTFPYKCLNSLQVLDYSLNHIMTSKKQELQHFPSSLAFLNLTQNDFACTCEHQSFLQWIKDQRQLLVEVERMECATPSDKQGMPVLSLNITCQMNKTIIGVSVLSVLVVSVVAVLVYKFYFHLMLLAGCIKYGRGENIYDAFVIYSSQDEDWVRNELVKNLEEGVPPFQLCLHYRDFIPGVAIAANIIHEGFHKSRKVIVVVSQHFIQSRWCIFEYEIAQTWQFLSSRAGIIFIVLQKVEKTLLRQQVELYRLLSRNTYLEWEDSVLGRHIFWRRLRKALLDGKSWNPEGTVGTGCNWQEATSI
Target sequence (Q99836 whole entry, looked up): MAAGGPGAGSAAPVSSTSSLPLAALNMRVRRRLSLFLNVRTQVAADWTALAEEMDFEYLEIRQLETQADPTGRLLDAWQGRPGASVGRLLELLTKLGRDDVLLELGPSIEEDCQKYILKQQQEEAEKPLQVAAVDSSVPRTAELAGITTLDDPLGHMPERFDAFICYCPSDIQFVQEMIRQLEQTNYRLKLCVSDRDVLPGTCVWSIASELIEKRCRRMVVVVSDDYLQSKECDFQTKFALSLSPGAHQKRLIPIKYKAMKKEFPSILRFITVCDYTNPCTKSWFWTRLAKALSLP
Numbers without * were called inactive. Rule as the data show it, unless noted: active = inhibition above about 50%; inactive = the rest.

Screening O=C(CSc1nncs1)NC(=O)NCc1ccccc1 returned Diaph inh CS 14, PMI act 0.9, PMI act satM6P 0.9, L major viab -8, Hsp70 activator 0.3, Redox H2O2 prof -2.1, G6PDH counter 10, S1P3 antag 11, RAM network inh 0.1, Diaph act CS 0.9 and TLR4 MyD88 comp 7.
For CCC1CCCCN1Cc1ccc(OC)c(OC)c1 (stereo unspecified) the results were Diaph inh CS 9, PMI act 1, PMI act satM6P 1, L major viab 15, Hsp70 activator 0.5, Redox H2O2 prof -0.9, G6PDH counter -3, S1P3 antag -73, RAM network inh -0.4, Diaph act CS 0.9 and TLR4 MyD88 comp -8.
For CC1(C)Cc2ccccc2C2CC(O)C(=O)N21 (stereo unspecified) the results were Diaph inh CS -10, PMI act 1.4, PMI act satM6P 2*, L major viab 3, Hsp70 activator 0.1, Redox H2O2 prof 0.7, G6PDH counter -1, S1P3 antag -1, RAM network inh -0.5, Diaph act CS 1.1 and TLR4 MyD88 comp 6.
Screening CCN(C(=O)CSc1ccc2ccccc2n1)C1CCS(=O)(=O)C1 (stereo unspecified) returned Diaph inh CS 7, PMI act 1.1, PMI act satM6P 1.1, L major viab -1, Hsp70 activator -0.3, Redox H2O2 prof 0.2, G6PDH counter 6, S1P3 antag 14, RAM network inh 0.7, Diaph act CS 0.9 and TLR4 MyD88 comp -2.
`Cn1cnnc1Sc1ccc(C(=O)NCCC23CC4CC(CC(C4)C2)C3)cc1[N+](=O)[O-]` gave Diaph inh CS 10, PMI act 0.9, PMI act satM6P 0.9, L major viab 51*, Hsp70 activator -0.3, Redox H2O2 prof 0.2, G6PDH counter 4, S1P3 antag -4, RAM network inh 2.3, Diaph act CS 0.9 and TLR4 MyD88 comp -2.
COc1cc(C(C)=O)ccc1OCC(=O)c1cc(C)n(C2CC2)c1C was read as Diaph inh CS 13, PMI act 1, PMI act satM6P 1, L major viab 0, Hsp70 activator -0.4, Redox H2O2 prof 0.0, G6PDH counter 2, S1P3 antag -6, RAM network inh 0.7, Diaph act CS 0.9 and TLR4 MyD88 comp -1.
For O=C(O/N=C1\C(=O)N(c2ccccc2)c2ccccc21)C1CC1 the results were Diaph inh CS 3, PMI act 1.2, PMI act satM6P 1.1, L major viab -7, Hsp70 activator -0.3, Redox H2O2 prof -0.4, G6PDH counter -3, S1P3 antag -11, RAM network inh -0.4, Diaph act CS 1 and TLR4 MyD88 comp -8.
Screening c1ccc(-n2c(-c3ccncc3)nnc2-c2ccco2)cc1 returned Diaph inh CS 14, PMI act 1, PMI act satM6P 0.9, L major viab -6, Hsp70 activator -0.2, Redox H2O2 prof -0.5, G6PDH counter 4, S1P3 antag -39, RAM network inh 0.0, Diaph act CS 0.9 and TLR4 MyD88 comp -9.
For COc1ccc(/C(O)=C2/C(=O)C(=O)N(CCN3CCOCC3)C2c2cccnc2)cc1OC (stereo unspecified) the results were Diaph inh CS 8, PMI act 1.2, PMI act satM6P 1.2, L major viab -10, Hsp70 activator -0.1, Redox H2O2 prof 0.5, G6PDH counter 4, RAM network inh 1.8, Diaph act CS 0.9 and TLR4 MyD88 comp 9.
`CNC(=O)c1ccccc1-c1ccccc1` gave Diaph inh CS 6, PMI act 1, PMI act satM6P 1, L major viab -5, Hsp70 activator -0.5, Redox H2O2 prof 2.0, G6PDH counter 3, S1P3 antag 14, RAM network inh 1.0, Diaph act CS 0.9 and TLR4 MyD88 comp 4.
For c1ccc(Oc2cccc(OCCCCSc3ncccn3)c2)cc1 the results were Diaph inh CS 22, PMI act 0.8, PMI act satM6P 0.9, L major viab 1, Hsp70 activator -0.1, Redox H2O2 prof -1.0, G6PDH counter 1, RAM network inh 1.2, Diaph act CS 0.8 and TLR4 MyD88 comp 4.
`CCn1c(SCC(=O)Nc2ccc(C(=O)OC)cc2)nc2cccnc21` gave Diaph inh CS 11, PMI act 0.9, PMI act satM6P 0.9, L major viab 3, Hsp70 activator -0.4, Redox H2O2 prof -0.4, G6PDH counter 11, RAM network inh 4.3, Diaph act CS 0.9 and TLR4 MyD88 comp -17.
CCCC(C(=O)NCc1ccco1)N(C(=O)CNS(=O)(=O)c1ccccc1)c1ccc(OC)cc1 (stereo unspecified) was read as L major viab 18, Hsp70 activator -0.3, Redox H2O2 prof 0.7, G6PDH counter 7, S1P3 antag -3, RAM network inh 0.3 and TLR4 MyD88 comp -11.
For CCOc1ccc(-c2nnn(CC(=O)Nc3cc(OC)cc(OC)c3)n2)cc1OCC the results were Diaph inh CS 18, PMI act 0.9, PMI act satM6P 0.9, L major viab -4, Hsp70 activator -0.1, Redox H2O2 prof -1.1, G6PDH counter 2, S1P3 antag -11, RAM network inh 4.3, Diaph act CS 0.8 and TLR4 MyD88 comp -1.
Cc1nc2ccccc2c(=O)n1NC(=O)Cc1ccc(Br)cc1 was read as Diaph inh CS 18, PMI act 1, PMI act satM6P 1, L major viab -6, Hsp70 activator -0.4, Redox H2O2 prof -7.4, G6PDH counter 2, RAM network inh 1.5, Diaph act CS 0.8 and TLR4 MyD88 comp 10.

Continued, starting with the last two of the part before.
For CCOc1ccc(-c2nnn(CC(=O)Nc3cc(OC)cc(OC)c3)n2)cc1OCC the results were Diaph inh CS 18, PMI act 0.9, PMI act satM6P 0.9, L major viab -4, Hsp70 activator -0.1, Redox H2O2 prof -1.1, G6PDH counter 2, S1P3 antag -11, RAM network inh 4.3, Diaph act CS 0.8 and TLR4 MyD88 comp -1.
Cc1nc2ccccc2c(=O)n1NC(=O)Cc1ccc(Br)cc1 was read as Diaph inh CS 18, PMI act 1, PMI act satM6P 1, L major viab -6, Hsp70 activator -0.4, Redox H2O2 prof -7.4, G6PDH counter 2, RAM network inh 1.5, Diaph act CS 0.8 and TLR4 MyD88 comp 10.
CC(C)[C@H](NC(=O)c1ccccc1)C(=O)OCC(=O)c1ccccc1F was read as Diaph inh CS 3, PMI act 1, PMI act satM6P 1, L major viab 5, Hsp70 activator -0.2, Redox H2O2 prof 0.0, G6PDH counter 15, S1P3 antag -12, RAM network inh 5.5, Diaph act CS 1 and TLR4 MyD88 comp -11.
Screening COCc1nc2ccccc2n1CCCOc1ccccc1 returned Diaph inh CS 8, PMI act 1, PMI act satM6P 1, L major viab 23, Hsp70 activator -0.5, Redox H2O2 prof -3.9, G6PDH counter -2, S1P3 antag -4, RAM network inh 0.3, Diaph act CS 0.9 and TLR4 MyD88 comp 4.
For COCCNC(=S)N/N=C(\C)c1ccc(Cl)c(Cl)c1Cl the results were Diaph inh CS 21, PMI act 1, PMI act satM6P 1, L major viab 2, Hsp70 activator -0.1, Redox H2O2 prof -0.3, G6PDH counter 4, S1P3 antag -3, RAM network inh 4.7, Diaph act CS 0.8 and TLR4 MyD88 comp -1.
C1=CCC(/C=N/n2cnnc2)CC1 (stereo unspecified) was read as Diaph inh CS 10, PMI act 1, PMI act satM6P 0.9, L major viab -4, Hsp70 activator -0.3, Redox H2O2 prof -1.9, G6PDH counter 8, S1P3 antag -26, RAM network inh -0.1, Diaph act CS 0.9 and TLR4 MyD88 comp 9.
For C=CCn1c(SCC(=O)Nc2ccc(N(C)C)cc2)nnc1-c1cccc(C)c1 the results were Diaph inh CS 17, PMI act 0.9, PMI act satM6P 0.9, L major viab 0, Hsp70 activator 0.0, Redox H2O2 prof -0.1, G6PDH counter 9, S1P3 antag -3, RAM network inh 0.8, Diaph act CS 0.8 and TLR4 MyD88 comp 5.
For COCC(=O)Nc1nnc(COc2ccc(Cl)cc2)s1 the results were Diaph inh CS -6, PMI act 1.1, PMI act satM6P 1, L major viab -3, Hsp70 activator -0.2, Redox H2O2 prof 0.2, G6PDH counter -1, RAM network inh 2.4, Diaph act CS 1.1 and TLR4 MyD88 comp 17.
Screening CCN1CCCc2cc(CN(CCN3CCOCC3)C(=S)Nc3ccc(C)cc3)ccc21 returned Diaph inh CS -1, PMI act 1, PMI act satM6P 0.9, L major viab 2, Hsp70 activator 0.3, Redox H2O2 prof -0.3, G6PDH counter 3, S1P3 antag 8, RAM network inh -0.6, Diaph act CS 1 and TLR4 MyD88 comp -18.
Cc1ccc(NC(=O)Nc2nnc(Cc3ccc([N+](=O)[O-])cc3)s2)cc1C was read as Diaph inh CS -6, PMI act 0.9, PMI act satM6P 0.9, L major viab -7, Hsp70 activator -0.1, Redox H2O2 prof 2.0, G6PDH counter -25, S1P3 antag -8, RAM network inh 5.3, Diaph act CS 1.1 and TLR4 MyD88 comp 7.
Screening CCOC(=O)c1cnn(-c2nc(-c3cccc(F)c3)cs2)c1C(F)(F)F returned Diaph inh CS 17, PMI act 0.8, PMI act satM6P 0.9, L major viab 1, Hsp70 activator -0.4, Redox H2O2 prof -3.4, G6PDH counter 0, RAM network inh 6.3, Diaph act CS 0.8 and TLR4 MyD88 comp 4.
Screening CCn1c(=O)c(-c2ccccc2)c(O)c2ccccc21 returned Diaph inh CS 2, PMI act 1, PMI act satM6P 1, L major viab -4, Hsp70 activator 0.0, Redox H2O2 prof -0.5, G6PDH counter 6, S1P3 antag -60, RAM network inh -0.6, Diaph act CS 1 and TLR4 MyD88 comp -10.
Screening O=C(CCNC(=O)c1ccccc1Cl)OCC(=O)c1ccccc1 returned Diaph inh CS 8, PMI act 0.9, PMI act satM6P 0.9, L major viab -6, Hsp70 activator 0.5, Redox H2O2 prof -2.8, G6PDH counter 2, S1P3 antag 1, RAM network inh 0.1, Diaph act CS 0.9 and TLR4 MyD88 comp -3.
`O=C(NC1CCCCC1)N1CCN(Cc2nc3ccccc3c(=O)[nH]2)CC1` gave L major viab -2, Hsp70 activator 0.1, Redox H2O2 prof 2.0, S1P3 antag -17 and TLR4 MyD88 comp 2.
CCOc1ccc(N2C(=O)CC(SCCN)C2=O)cc1 (stereo unspecified) was read as Diaph inh CS 7, PMI act 1.1, PMI act satM6P 1, L major viab -7, Hsp70 activator -0.1, Redox H2O2 prof 1.2, G6PDH counter 5, S1P3 antag -5, RAM network inh 1.1, Diaph act CS 0.9 and TLR4 MyD88 comp 9.
`CCCc1nc2sc3c(c2c(=O)n1NC(=O)CCCl)CCCC3` gave Diaph inh CS 15, PMI act 1, PMI act satM6P 1, L major viab 19, Hsp70 activator -0.7, Redox H2O2 prof 0.3, G6PDH counter 3, RAM network inh -0.4, Diaph act CS 0.8 and TLR4 MyD88 comp -1.
